SRC3 TRFRET art: flags TR-FRET format artefacts in PPARgamma SRC-3 recruitment agonist screen; TR-FRET artefact counter-screen, PPARgamma/SRC-3 format; stronger effect = higher value; TR-FRET ratio at 8 µM; actives 0.39% (n = 99,000); in the data active = TR-FRET ratio above about 2000; also: inactives centre near 1600; reference of the scale not given here
SRC1 TRFRET art: flags TR-FRET format artefacts in PPARgamma SRC-1 recruitment agonist screen. actives 0.34% (n = 99,000). TR-FRET ratio at 8 µM. TR-FRET detection artefact counter-screen, emission ratio; stronger effect = higher value; in the data active = TR-FRET ratio above about 2300; also: inactives centre near 1800; reference of the scale not given here
Numbers without * were called inactive. Not all compounds are listed; rates above refer to the full screens.

Start of the data: the first two compounds, to show the layout:
SMILES	SRC3 TRFRET art	SRC1 TRFRET art
c1ccc(-n2cc(CNCCc3cscn3)c(-c3ccc4c(c3)OCO4)n2)cc1	1439	1581
Cc1nn(-c2ccc(Cl)c(Cl)c2)c(C)c1C(=O)O	1587	1655

Results, from the first entry:
SMILES	SRC3 TRFRET art	SRC1 TRFRET art
c1ccc(-n2cc(CNCCc3cscn3)c(-c3ccc4c(c3)OCO4)n2)cc1	1439	1581
Cc1nn(-c2ccc(Cl)c(Cl)c2)c(C)c1C(=O)O	1587	1655
COCCCNC(=O)Cn1nnc(-c2ccc(NC(=O)c3cccnc3)cc2)n1	1509	1633
COc1ccc(OC)c([N+](=O)[O-])c1C(N)=O	1626	1953
O=C(Cc1cn(Cc2cccc(Cl)c2)c2ccccc12)N1CCCC1	1287	1731
C#CCOC(=O)C[N+](C)(C)CC#Cc1ccccc1	1425	1936
Cc1ccc(C)c2c1cc(C)c1nnc(SCC(=O)c3cccs3)n12	1781	2210
Cc1ccc(S(=O)(=O)N(C)c2ccccc2C(=O)NC2CCCC2)cc1	1575	1860
COc1ccc2c(c1)c(CC(=O)O)c(C)n2C(=O)c1ccc(Cl)cc1	1462	1475
CC(=O)NC(Cc1cccc(C)c1)C(=O)NC1CCN(C(=O)c2ccc([N+](=O)[O-])cc2)CC1 (stereo unspecified)	1793	1879
COc1cc(/C=C/C(=O)O)ccc1OS(=O)(=O)c1ccc(C)cc1	1554	1794
COc1nc(OC/C(N)=N/O)nc(N2CCOCC2)n1	1383	1561
COC(=O)c1ccc(OC(=O)c2cccs2)cc1	1822	2124
O=[N+]([O-])c1ccc2nc(CCCO)[nH]c2c1	1227	1581
CN1CCN(CCCN(Cc2ccco2)C(=S)Nc2ccc(Cl)cc2)CC1	1632	1824
Cc1nc2c(=O)n(C)c(=O)n(C)c2nc1Cl	1736	1963
COc1ccc(-c2ccc(/C=N/N3C(=O)C4C5C=CC(C6CC56)C4C3=O)o2)c([N+](=O)[O-])c1 (stereo unspecified)	1675	1855
O=C(Cn1cc(S(=O)(=O)N2CCN(c3ccccc3F)CC2)c2ccccc2c1=O)NCCCN1CCCCCC1	1607	1845
Cc1cccc(Nc2ccc(NCc3ccccc3)nn2)c1	1556	1776
CC(C)[C@@H](C(=O)N1CCN(C(=O)OC(C)(C)C)CC1)n1cc(CCO)nn1	1617	1783
O=C(NNc1nc2c(F)cc(F)cc2s1)C1=COCCO1	1675	2054
COc1ccccc1C(=O)NC1CCN(C(=S)NCCc2ccccc2)CC1	1586	1675
Cc1ccc(-n2c(-c3ccccc3)c[n+]3c2CCC3)cc1	1711	1532
Cc1cc(C)c(C(=O)COC(=O)c2cc([N+](=O)[O-])ccc2NCCO)cc1C	1519	1585
CCOC(=O)c1[nH]c2ccc(Br)cc2c1NC(=O)CCN1CCCC(C)C1 (stereo unspecified)	1546	1775
Cc1ccccc1NC(=O)c1ccc(Cl)c(NC(=O)c2ccncc2)c1	1500	1891
CC(C)CN1CCN(Cc2cccc3nccnc23)CC1CCO (stereo unspecified)	1589	1632
CC(=O)Nc1sc2c(c1C#N)CC(C)(C)NC2(C)C	1719	1911
CN(C)S(=O)(=O)c1cccc(NC(=O)/C=C/c2ccccc2[N+](=O)[O-])c1	1422	1683
CCc1ccc2[nH]c(=O)c(CN(CCN3CCOCC3)C(=O)Nc3ccccc3F)cc2c1	1646	1869
C/C(=N/NC(=O)C(=O)N/N=C(/C)c1ccccc1)c1ccccc1	1349	1661
CCC(=O)NC(Cc1ccccc1)c1ccc2c(c1)OCCCO2 (stereo unspecified)	1563	1925
COc1ccccc1NC(=S)NCc1ccc(S(N)(=O)=O)cc1	1504	1601
Cc1cccc(N(C)c2cc(C)nc3nc(C)nn23)c1	1799	1752
O=S(=O)(NC1CCCCC1Nc1ccccc1)c1ccccc1 (stereo unspecified)	1570	1948
Cc1ccc(S(=O)(=O)/N=C(\N)Nc2nc(C)c3ccccc3n2)cc1	1574	1915
Cc1cc2cc(CN(C(=O)C3CC3)C3CCCC3)c3nnnn3c2cc1C	1558	1976
O=C(NCc1ccccn1)[C@@H]1C[C@H]1[C@@H](NP(=O)(c1ccccc1)c1ccccc1)c1ccccc1	1495	1704
CCCn1nc(C(=O)Nc2nc3ccccc3[nH]2)c2ccccc2c1=O	1803	1850
c1ccc(-c2cc3c(N4CCN(c5ncccn5)CC4)ncnc3s2)cc1	1431	1796
Cc1ccc(-n2nnc(-c3cccnc3Cl)n2)cc1	1803	1790
CCCS(=O)(=O)N1CCN(C(=O)COc2ccc(-c3ccccc3)cc2)CC1	1598	1936
CC(C)CN(C(=O)COC(=O)c1ccc(-c2ccccc2)cc1)C1CCS(=O)(=O)C1 (stereo unspecified)	1602	1641
O=C(CN1C(=O)NC2NC(=O)NC21)NN=C1CCCC1 (stereo unspecified)	1455	2000
Cc1ccc(S(=O)(=O)NC(=O)c2ccc(-c3ccc(C)c4ccccc34)o2)cc1	1510	1807
COc1ccc(-c2nc3ccccc3c(=O)n2CCOc2ccccc2C)cc1	1597	1498
CCOC(CCn1c(SCc2cccc([N+](=O)[O-])c2)nc2ccccc2c1=O)OCC	1688	1829
NC(=O)C1CCN(C(=S)c2ccc(-c3ccc(Br)cc3)o2)CC1	1721	1925
O=C(NNC(=O)C1CCC(C(=O)NNC(=O)c2cccs2)CC1)c1cccs1 (stereo unspecified)	1264	1705
COc1cc(CC(=O)Nc2ccc3nc(C)sc3c2)cc(OC)c1OC	1493	1602

Ordered by SMILES length (high to low): part of the list above.
SMILES	SRC3 TRFRET art	SRC1 TRFRET art
CCOC(CCn1c(SCc2cccc([N+](=O)[O-])c2)nc2ccccc2c1=O)OCC	1688	1829
O=C(NNC(=O)C1CCC(C(=O)NNC(=O)c2cccs2)CC1)c1cccs1 (stereo unspecified)	1264	1705
COc1ccc(-c2nc3ccccc3c(=O)n2CCOc2ccccc2C)cc1	1597	1498
COc1cc(CC(=O)Nc2ccc3nc(C)sc3c2)cc(OC)c1OC	1493	1602
Cc1ccc(-n2nnc(-c3cccnc3Cl)n2)cc1	1803	1790

The list continues:
SMILES	SRC3 TRFRET art	SRC1 TRFRET art
COc1ccc(C2=NN(Cc3c(F)cccc3Cl)C(=O)CC2)cc1	1568	1554
COC1OC(CO)C(O)C(O)C1O (stereo unspecified)	1617	1783
CCS(=O)(=O)c1ccc(N=Nc2ccc(O)c3ncccc23)c(OC)c1	1695	1736
Cc1ccc(C(NC(=O)N2CCCC2)C(Cl)Cl)cc1F (stereo unspecified)	1610	1707
C=CCNc1ccc(N2C(=O)C3CCC(C)CC3C2=O)cc1[N+](=O)[O-] (stereo unspecified)	1559	2106
COc1cc2ncnc(NCc3ccccc3Cl)c2cc1OC	1640	1803
CC(C)c1ccc(NC(=O)COC(=O)/C=C/c2cccc(Br)c2)cc1	1655	1891
O=C(COc1ncnc2sccc12)N1CCN(C(=O)c2ccco2)CC1	1534	1563
Cc1cc(C)nc(N2CCCC(C(=O)Nc3nnc(C(C)(C)C)s3)C2)n1 (stereo unspecified)	1666	1731
N/C(=N\OC(=O)Cc1ccc(Cl)cc1)c1ccncc1	1597	1428
COc1ccc(CSc2nncn2C)cc1F	1605	1600
Cc1cc(Cl)cc(Br)c1OCCCNCC(C)O (stereo unspecified)	1539	1918
CC(=O)Nc1ccc(S(C)(=O)=O)c(C)c1	1416	1800
CCc1cc(-c2n[nH]c(C)c2-c2nc3ccccc3s2)c(O)cc1OCC(=O)NN	1683	1705
CCOC(=O)c1cccc(NC(=O)C(NS(=O)(=O)c2ccc3c(c2)CCN3C(C)=O)C(C)C)c1 (stereo unspecified)	1580	1711
CC(C)c1ccc(NC(=S)Nc2ccc3cn[nH]c3c2)cc1	1611	1804
CC(=O)c1ccc(NC(=O)Nc2ccncc2)cc1	1774	1826
O=C(NN1C(=O)C2C3C=CC(C4CC34)C2C1=O)c1ccc(Br)cc1 (stereo unspecified)	1532	1970
C=CCOC(=O)/C(=C/c1cccc2ccccc12)NC(=O)c1ccccc1	1697	1900
N#C/C(=C(/O)COc1ccccc1)c1nnc2n1CCCCC2	1561	1920

Part of the list above, field by field.
CCOC(=O)c1cccc(NC(=O)C(NS(=O)(=O)c2ccc3c(c2)CCN3C(C)=O)C(C)C)c1 (stereo unspecified)
  SRC3 TRFRET art: 1580
  SRC1 TRFRET art: 1711

COc1ccc(CSc2nncn2C)cc1F
  SRC3 TRFRET art: 1605
  SRC1 TRFRET art: 1600

(list continues)
SMILES	SRC3 TRFRET art	SRC1 TRFRET art
Brc1ccccc1/C=N/Nc1ccccn1	1589	1642
CCOCCCNC(=O)c1cc(Sc2ccc(C)cc2)nc2ccccc12	1646	1728
COc1ccc(C/C(C)=N/NC(=S)Nc2ccc(C)c(C)c2)cc1	1684	1800
CC(=O)N/C(=C\c1ccc(F)cc1)C(=O)OC(C)C	1417	1876
O=C(/C=C1\NC2(CCCC2)Cc2ccccc21)C(=O)N/N=C/c1ccccc1O	1699	1944
Cc1cnc(SCc2cnc(C)nc2N)nc1	1632	1812
CCN(Cc1ccncc1)Cc1nc(CC2CC2)no1	1739	1802
CCOC(=O)CN1N=C(/C=C/c2ccc(C(C)C)cc2)CCC1=O	1657	1994
Fc1ccc(COc2cccc(-c3n[nH]c(=S)o3)c2)cc1	2971*	3335*
O=C(Nc1c2n(c(=S)n(-c3ccccc3)c1=O)CCCCC2)c1ccccc1	1683	1864
CN1CCC(Oc2ccccc2Sc2ccc(C(F)(F)F)cc2)CC1	1708	1663
CCOc1ccc(N2C(=O)CN(CC(=O)OC)C2=S)cc1	1723	1887
Nc1ccc2c(c1)OC1(CCCCC1)O2	1442	1548
CCCOc1ccc(C(CC(=O)O)NC(=O)c2sc3ccccc3c2Cl)cc1 (stereo unspecified)	1697	2103
CC(C)CC1(C)NC(=O)N(CC(=O)Nc2ccc3c(c2)CCC3)C1=O (stereo unspecified)	1569	1814
C/C(=N/NC(=O)c1sc(NS(=O)(=O)c2ccccc2)nc1C)c1ccccc1	1571	1711
COCCn1c(SCC(=O)N2CC(=O)Nc3ccccc32)nc2ccccc21	1625	1839
Cc1cccn2cc(CSc3nnc(Nc4ccc(C(C)C)cc4)s3)nc12	1560	1596
CCOc1ccc(CN(C)C(=O)c2cccnc2SC)cc1OC	1686	1727
O=C(N/N=C/c1ccco1)C1CC1	1649	1826
Cc1cc(C(=O)COC(=O)CNC(=O)c2ccco2)c(C)n1Cc1ccco1	1819	2180
CC1=Nc2ccc(C)cc2/C1=C/c1c(N)n2c(S(=O)(=O)C(C)C)nsc2nc1=O	1533	1743
CC(=O)c1ccc(S(=O)(=O)Nc2cc3c(cc2C(C)=O)OCO3)cc1	1499	1646
Cc1[nH]nc(SCC(=O)Nc2ccc(C#N)cc2)c1[N+](=O)[O-]	1710	1757
CC(=O)c1c(O)c2ccccc2n(C)c1=O	1694	1867
CCc1cccc(C)c1NC(=O)C1CCN(C(=O)c2ccc([N+](=O)[O-])cc2)CC1	1727	1858
O=S(=O)(Nc1ncccn1)c1ccc(NS(=O)(=O)c2cc(Cl)ccc2Cl)cc1	1501	1824
CCc1ccccc1NC(=O)CC1SCCNC1=O (stereo unspecified)	1476	1717
Cc1cc(Nc2ccc(F)c(Cl)c2)n2nc(C)nc2n1	1645	1892
Nc1nc(-c2ccc3c(c2)CCO3)cs1	1608	1997
CCn1cc(C(=O)N2CC(C)CC(C)C2)c(=O)c2cc(S(=O)(=O)N(C)C)ccc21 (stereo unspecified)	1198	1778
COCCN(C(=O)c1ccccc1F)c1c(N)n(Cc2ccccc2)c(=O)[nH]c1=O	1548	1650
CCOc1ccccc1NC(=O)c1cccc(NC(=O)C(C)C)c1	1556	1676
COc1ccc(C(=O)OCn2nnc3ccccc3c2=O)cc1[N+](=O)[O-]	1530	1486
CCc1ccc(OCC(=O)N/N=C(\C)c2ccccc2OC(F)F)cc1	1425	1670
C=CCNC(=O)NC(=O)COC(=O)CNS(=O)(=O)c1ccc(F)c(F)c1F	1429	1709
O=C(c1ccc(Cn2c(=S)[nH]c3ccc(N4CCOCC4)cc3c2=O)cc1)N1CCC(N2CCCCC2)CC1	1537	2026
CN(CC(=O)N1CCN(Cc2ccccc2)CC1)S(=O)(=O)c1cccc2nsnc12	1363	1498
CC(C)(C)c1ccc(/C=C/C(=O)c2ccc(NC3=NCCCS3)cc2)cc1	1462	1763
O=C(Nc1ccc(NC(=O)c2ccco2)c(Cl)c1)c1ccccc1	1524	1621
CCn1c(=NC(=O)c2ccc(S(=O)(=O)N(C)C)cc2)sc2cccc(OC)c21	1514	1658
O=[N+]([O-])c1ccc(-c2csc(N/N=C/c3cccnc3)n2)cc1	1669	1797
O=S(=O)(c1ccc(NC(=S)Nc2ccc3c(c2)OCO3)cc1)N1CCOCC1	1567	1751
O=C(Cc1cccc2ccccc12)N1CCN(c2ncccn2)CC1	1436	1919
CC1CCCCN1S(=O)(=O)c1cn(C)c(=O)n(C)c1=O (stereo unspecified)	1422	1625
CCOC(=O)/C=C1\SCC(=O)N1CC(=O)NCCc1ccc(F)cc1	1539	1689
COc1cc2[nH]c(=O)n(CCC(=O)NCc3cccnc3)c(=O)c2cc1OC	1503	1763
COc1ccc(NC(=O)c2nc(C)n(-c3ccc([N+](=O)[O-])cc3)n2)cc1	1468	1882
Cc1cc(C)cc(NC(=S)N(CCN(C)C)Cc2cccs2)c1	1451	1975
O=c1cc(CSc2n[nH]c(-c3ccncc3)n2)nc2sccn12	1497	1627
Cc1oc(-c2ccccc2)nc1C(=O)N1CCN(c2ccc(F)cc2)CC1	1491	1708
COc1ccc(/C=N/OCC(=O)N=Nc2c(O)[nH]c3ccc(Br)cc23)cc1OC	1518	1760
Cc1[nH]c2ccccc2c1-c1ccc(Cl)nn1	1494	1842

Screening results as filed in PubChem BioAssay.
